# STK33 kinase inh: inhibitors of human STK33 kinase. purified STK33, MBP phosphorylation, ADP-Glo luminescence. inhibition, % at 10 µM. actives 0.073% (n = 320,000);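 active = inhibition at or above 25%, using the most active replicate where run in duplicate; inactive = inhibition below 25%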
# Target sequence (Q9BYT3 whole entry, looked up): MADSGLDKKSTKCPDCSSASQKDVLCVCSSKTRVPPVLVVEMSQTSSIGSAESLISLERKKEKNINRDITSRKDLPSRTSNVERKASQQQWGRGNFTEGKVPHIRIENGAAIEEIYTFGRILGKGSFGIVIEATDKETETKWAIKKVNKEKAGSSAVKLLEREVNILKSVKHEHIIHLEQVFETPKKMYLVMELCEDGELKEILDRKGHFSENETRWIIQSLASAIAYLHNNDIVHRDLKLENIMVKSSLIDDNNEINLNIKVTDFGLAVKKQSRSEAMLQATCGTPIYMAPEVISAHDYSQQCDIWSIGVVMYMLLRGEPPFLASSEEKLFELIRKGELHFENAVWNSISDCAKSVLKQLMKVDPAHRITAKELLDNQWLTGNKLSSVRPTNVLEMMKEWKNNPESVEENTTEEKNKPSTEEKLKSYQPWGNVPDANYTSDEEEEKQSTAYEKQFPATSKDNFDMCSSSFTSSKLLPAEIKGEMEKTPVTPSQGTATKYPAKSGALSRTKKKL
# OX1R antag: blocks the human orexin 1 receptor; O43613; OX1R-expressing cells, FRET antagonist read-out; inhibition, % at 6.6 µM; actives 1.8% (n = 330,000); AID 485270; in the data active = inhibition mostly above about 38%, no sharp cut-off; inactive = mostly below about 40%;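 also: 0% = agonist challenge alone and 100% = reference antagonist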
# Target sequence (O43613 whole entry, looked up): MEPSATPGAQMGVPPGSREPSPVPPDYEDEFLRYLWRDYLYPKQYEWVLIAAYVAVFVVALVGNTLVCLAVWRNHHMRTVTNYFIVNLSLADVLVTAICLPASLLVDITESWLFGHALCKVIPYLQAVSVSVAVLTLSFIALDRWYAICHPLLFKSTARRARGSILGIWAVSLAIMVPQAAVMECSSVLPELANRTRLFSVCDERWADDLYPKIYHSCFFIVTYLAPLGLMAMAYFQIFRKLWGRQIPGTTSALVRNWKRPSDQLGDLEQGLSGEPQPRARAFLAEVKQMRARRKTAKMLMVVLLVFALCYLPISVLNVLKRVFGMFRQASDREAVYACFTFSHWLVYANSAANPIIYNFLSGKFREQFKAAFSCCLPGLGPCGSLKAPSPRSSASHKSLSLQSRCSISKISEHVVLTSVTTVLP
# KCNQ2 block: KCNQ2 potassium channel inhibitors, primary screen, cell-based, CHO-K1, FluxOR thallium flux, B-score (AID 2156); O88943; 20 min; hits give low values; B-score at 10 µM; actives 1.1% (n = 310,000);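 active = fluorescence ratio B-score at most minus 3 library SDs, with starting brightness B-score within 2 library SDs, cut at about -5.5 in these data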
# * = called active by the depositor; i = inactive; x = not tested or not shown.
SMILES,STK33 kinase inh,OX1R antag,KCNQ2 block
O=C(N/N=C/c1c[nH]c2ccc(Br)cc12)C1CC1,0.0,6,i
O=C(c1cccc2ccccc12)n1nnc2ccccc21,-1.3,10,i
O=[N+]([O-])c1ccc(N2CCSCC2)cc1O,-0.4,12,i
CC1Cc2ccccc2N1C(=O)c1ccc2c(c1)nnn2C (stereo not given),-1.1,4,i
CC(=O)c1ccc(NC(=S)N2CCN(S(=O)(=O)c3ccc(F)cc3)CC2)cc1,-2.0,3,i
CCC1CCCCN1c1ccc([N+](=O)[O-])cc1/C=N/NC(=O)Cn1c2ccccc2c(=O)c2ccccc21 (stereo not given),-4.0,7,i
O=C(Cc1ccccc1)NNC(=O)c1ccc(NC(=O)c2ccccc2)cc1,0.6,15,i
Cc1ccc(OCCCSc2n[nH]c(N)n2)cc1,0.0,5,i
CCCc1cc(NC(=O)COC(=O)c2ccc(O)cc2O)n(-c2ccccc2)n1,1.8,11,x
N#CCCN(C(=O)COC(=O)CCN=C1NS(=O)(=O)c2ccccc21)c1ccc(F)cc1,-0.7,5,i
CC1CC(=O)N(CC(=O)NC2CCCCC2)c2ccccc2S1 (stereo not given),0.4,4,i
CN(c1cccc(NC(=O)Cc2ccccc2)c1)S(C)(=O)=O,-1.3,12,i
N/C(=N\OC(=O)Nc1ccccc1)c1ncc(C(F)(F)F)cc1Cl,-0.9,6,i
CN(C)c1[nH]c(=O)c(C#N)c2c1CCN2Cc1ccccc1,-0.8,16,i
O=C(c1ccc(Cl)c(S(=O)(=O)N2CCCCCC2)c1)N1CCCC(C(F)(F)F)C1 (stereo not given),-0.7,22,i
O=C(O)CN1C(=O)/C(=C\c2cc(Br)ccc2OCc2ccccc2F)SC1=S,-0.4,-1,i
CCOC(=O)c1c(C)[nH]c(C(=O)NCCc2ccc(OC)c(OC)c2)c1C,1.3,18,i
C=CCOc1ccc(C(=O)CC)cc1OC,-0.3,4,i
Cc1ccc(C(=O)CC2(O)C(=O)Nc3ccccc32)s1 (stereo not given),-1.4,8,i
Cc1cc(NC(=O)c2cccc(S(=O)(=O)N3CCOCC3)c2)c2ccccc2n1,-1.7,14,i
CC(=O)Nc1ccc(C(=O)NC(C)c2ccc(-n3ccnc3)cc2)cc1 (stereo not given),1.0,19,i
COc1ccc(-c2cc3ccccc3oc2=O)cc1NC(=O)c1cccnc1,0.0,15,i
Cc1cc(C)n(CC(=O)n2c3ccccc3c3ccccc32)n1,-0.1,14,i
O=C(O)c1ccc(/C=C2\SC(=S)N(NC(=O)c3ccccc3)C2=O)cc1,-0.2,12,i
Cc1ccc(N2CC(C(=O)OCc3nnc(-c4ccccc4)o3)CC2=O)cc1 (stereo not given),5.6,1,i
COC(=O)c1cc(=O)n(C2CC2)c(=NC2CC2)s1,0.9,25,i
CC1CCCCN1c1nc2nonc2nc1N1CCCCC1C (stereo not given),-3.0,8,i
CCOC(=O)/C(C#N)=C/Nc1cc(F)ccc1C,-0.6,1,i
CC1CCCCN1S(=O)(=O)c1ccccc1[N+](=O)[O-] (stereo not given),-1.1,19,i
CCCCSc1nnc([C@@H]2CCCN2C(=O)OC(C)(C)C)o1,1.5,20,i
CC(Cc1ccco1)NC(=O)c1ccc(C(F)(F)F)cc1 (stereo not given),-1.5,13,i
O=S1(=O)C=C(SCc2ccccc2)Nc2ccccc21,1.1,34,i
CCOc1ccc(NC(=O)NCc2cccnc2)cc1,-1.3,2,i
CC1CCN(c2ccc3nnc(CCC(=O)Nc4ccc(F)c(F)c4)n3n2)CC1,-0.9,15,i
CCC[C@@H](O)c1cc2cc(OC)c(OC)cc2c(=O)o1,-1.3,-1,x
CC(C)c1onc(C(=O)N2CCC(C(N)=O)CC2)c1[N+](=O)[O-],4.0,12,i
COc1ccc(-n2ncc3c2CC(C)(C)CC3NC(=O)Cc2nonc2C)cc1 (stereo not given),-0.2,23,i
CCC(=O)N1CCN(c2ccc(Cl)cc2NC(=S)NC(=O)c2ccco2)CC1,-1.9,10,i
COc1ccc(C2SCC(=O)N2c2ccccc2)cc1 (stereo not given),-0.2,5,i
COc1ccc(NC(=O)Nc2c(C)noc2-c2ccccc2)cc1,-1.1,8,i

# 6 compounds already listed, arranged by the value under STK33 kinase inh, largest number first:
SMILES,STK33 kinase inh,OX1R antag,KCNQ2 block
COc1ccc(C2SCC(=O)N2c2ccccc2)cc1 (stereo not given),-0.2,5,i
CC1CCN(c2ccc3nnc(CCC(=O)Nc4ccc(F)c(F)c4)n3n2)CC1,-0.9,15,i
COc1ccc(NC(=O)Nc2c(C)noc2-c2ccccc2)cc1,-1.1,8,i
CCOc1ccc(NC(=O)NCc2cccnc2)cc1,-1.3,2,i
CC(Cc1ccco1)NC(=O)c1ccc(C(F)(F)F)cc1 (stereo not given),-1.5,13,i
CCC(=O)N1CCN(c2ccc(Cl)cc2NC(=S)NC(=O)c2ccco2)CC1,-1.9,10,i

# Of the compounds above, these contain an NH in an aromatic ring:
SMILES,STK33 kinase inh,OX1R antag,KCNQ2 block
O=C(N/N=C/c1c[nH]c2ccc(Br)cc12)C1CC1,0.0,6,i
Cc1ccc(OCCCSc2n[nH]c(N)n2)cc1,0.0,5,i
CN(C)c1[nH]c(=O)c(C#N)c2c1CCN2Cc1ccccc1,-0.8,16,i
CCOC(=O)c1c(C)[nH]c(C(=O)NCCc2ccc(OC)c(OC)c2)c1C,1.3,18,i

# Carrying on.
SMILES,STK33 kinase inh,OX1R antag,KCNQ2 block
CC1CCCN(c2ncnc3c2cnn3-c2ccccc2)C1 (stereo not given),0.1,22,i
COc1cc(C2NC(=O)NC(C)=C2C(=O)OC(C)(C)C)ccc1OCC(=O)O (stereo not given),-1.3,7,i
CC(=O)N1CCc2cc(S(=O)(=O)CCC(=O)N3CCN(c4cc(C)ccc4C)CC3)ccc21,0.1,12,i
O=S(=O)(Cc1ccccc1)NCCc1cccc(Cl)c1,-14,x,i
CCn1nnc(NC(=O)c2cc3ccccc3o2)n1,1.7,8,i
COC(=O)c1ccc(OC(=O)c2ccco2)cc1,0.0,19,i
COc1ccc(N(CC(=O)NC2CCCC2)C(=O)c2csnn2)cc1,-0.2,22,i
Cc1ccc(NC(=S)NCc2ccc3[nH]c4c(c3c2)CCCC4)cc1,-0.6,1,i
O=C1/C(=C/c2cccnc2)SC(=S)N1CC1CCCO1 (stereo not given),-1.7,26,i
COc1ccccc1OCCn1c(C(C)O)nc2ccccc21 (stereo not given),-1.5,16,i
CCc1cccc(NC(=O)CCNC(=O)Cn2ccc3ccccc3c2=O)c1,-1.3,27,i
CC(C)(C)NC(=O)CC1C[C@H](C(=O)N2CCOCC2)[C@@]2(CCC3CCCC3)c3[nH]c4ccccc4c3CCN2C1=O (stereo not given in full),-1.5,5,x
Clc1ccc(CSc2nnc(-c3ccncc3)o2)cc1,-0.6,16,i
CN1CCCN(C(=O)c2cc(-c3ccc(Cl)c(Cl)c3Cl)nc3ccccc23)CC1,1.1,14,i
COC(=O)c1ccc(NC(=O)c2cc(Cl)ccc2OC)cc1,-0.8,26,i
O=C(c1cccs1)N1CCN(c2nc3ccccc3s2)CC1,-1.0,87*,i
O=C(O)c1cccnc1SC1CC(=O)N(c2ccccc2)C1=O (stereo not given),0.3,16,i
O=C(CCN1C(=O)c2ccccc2C1=O)NCc1cccc(Cl)c1,0.0,16,i
CCOc1ccccc1-n1c(SCC(=O)NC(C)CC)nnc1-c1ccoc1C (stereo not given),-0.2,30,i
COC(=O)[C@@]12CCCCN1[C@H](c1ccc(-c3ccc(OC)cc3)c(OC)c1)[C@@H]1C(=O)N(C)C(=O)[C@@H]12,-0.3,10,x

# OX1R antag: entries above that show a hit
SMILES,STK33 kinase inh,OX1R antag,KCNQ2 block
O=C(c1cccs1)N1CCN(c2nc3ccccc3s2)CC1,-1.0,87*,i

# The list goes on:
SMILES,STK33 kinase inh,OX1R antag,KCNQ2 block
CCCCN(C(=O)c1cnc(C)cn1)c1c(N)n(CCC)c(=O)[nH]c1=O,-0.9,7,x
COC(=O)CCN(c1ccccc1)S(=O)(=O)c1cc(-c2cc(C)no2)ccc1C,-0.1,21,i
CC1=C(C(=O)O)N2C(=O)C(NC(=O)c3ccn(C)n3)C2SC1 (stereo not given),-1.8,2,i
COc1ccc(-c2nnc(SCC(=O)Nc3cccc(Cl)c3)o2)cc1,-1.4,12,i
COc1ccc(CNC(=O)c2ccc(Br)cc2)cc1,-0.1,-11,i
N#CC1C(=O)NC(N2CCN(c3ccccc3)CC2)=NC12CCCCC2 (stereo not given),-0.1,3,i
Cc1nc(NC(=S)NC(=O)COc2ccccc2Cl)ccc1Br,6.0,16,i
O=C(Nc1ccc(NC(=O)C2CC2)cn1)c1ccccc1Cl,0.2,-3,i
Cc1sc(N/N=C/c2cccnc2)nc1-c1ccc(Cl)cc1,-1.0,17,i
O=C(NCCCN1CCOCC1)/C(=C/c1cccs1)NC(=O)c1ccccc1,0.0,19,i
COC(=O)c1sccc1NC(=O)CSc1nnnn1-c1ccccc1C,-0.2,14,i
CCc1nnc(NC(=O)CCC(=O)N2CCN(c3cc(Cl)ccc3C)CC2)s1,0.1,3,i
CCCS(=O)(=O)c1nc(S(=O)(=O)c2ccc(C)cc2)c(NCCCN2CCOCC2)s1,-1.7,14,i
COc1cccc(NC(=O)Cn2nnc(-c3ccccc3N)n2)c1,1.0,8,i
CN1CCN(S(=O)(=O)c2ccc(NC(=O)C(C)(C)C)cc2)CC1,0.8,1,i
CCCC[C@H](CC(=O)c1ccccc1)[C@@H](OC(C)=O)C(=O)Oc1c(C(C)C)cccc1C(C)C,-2.9,0,x
O=C(N/N=C/c1cccs1)c1cc(-c2ccncc2)nc2ccccc12,1.6,2,i
O=C(CN1CC[n+]2c(-c3cccs3)csc21)c1ccc(Br)cc1,-0.8,-5,i
CCc1cc2c(=O)c(-c3ccc4c(c3)OCCO4)coc2cc1OC(=O)c1ccco1,-0.4,9,i
COc1ccc(-c2nc(CS(=O)CC(=O)N3CCCC3)c(C)o2)cc1 (stereo not given),-1.4,9,i
O=C(NCc1ccccc1)c1ccc(OC2CSC2)cc1,2.5,18,i
O=C(COc1cccnc1[N+](=O)[O-])Nc1ncc(Cl)cc1Cl,0.0,7,x
CCOC(=O)CSC1=Nc2ccccc2C2=NC(CC(=O)NCc3ccccc3)C(=O)N12 (stereo not given),-0.7,7,i
CCOC(=O)C1=C(CN2CCN(CCC#N)CC2)NC(=O)NC1c1ccc2c(c1)OCO2 (stereo not given),-1.2,24,i
COCCNC(=O)[C@H](CSCc1ccccc1)N1Cc2ccccc2C1=O,-0.5,6,i
O=C(NNC(=S)NC1CCCCC1)c1ccc2c(c1)OCO2,-0.9,8,i
Cc1nc2nc(-c3ccccc3)nn2c(C)c1Cl,-0.1,13,i
CC(C)(C)n1nc(C2CC2)cc1NC(=O)Nc1ccc(Cl)cc1,-1.6,13,i
Clc1nc(Nc2ccccc2)nc(Nc2ccccc2)n1,-0.6,35,i
CCOC(=O)CNC(=O)Cn1cnc2c(nnn2-c2ccc(OC)cc2)c1=O,-1.3,3,i
CCn1cc(CN2CCCC(C(=O)Nc3cccc(-n4cccn4)c3)C2)c(C)n1 (stereo not given),-2.8,6,i
COc1ccc(NC(=O)CCc2nc(-c3ccccc3F)no2)cc1,-1.8,24,i
CCN(CC)C(=O)CSc1ncnc2c1nnn2-c1ccc(F)cc1,-1.6,10,i
O=C(Nc1ccncc1)c1ccc([N+](=O)[O-])cc1Cl,2.0,21,i
COc1ccc(N(CC(=O)Nc2cccnc2)S(=O)(=O)c2ccccc2)cc1OC,-0.2,18,i
O=C(CSc1ncnc2[nH]ncc12)Nc1cccc(Oc2ccccc2)c1,2.3,15,i
O=C(CN1CCc2ccccc2C1)Nc1cccc(S(=O)(=O)N2CCOCC2)c1,0.4,9,x
O=C(CNCc1ccco1)Nc1cc(S(=O)(=O)N2CCOCC2)ccc1N1CCCC1,-0.6,10,i
N/C(=N\N=C\c1ccc(O)c(O)c1)c1nonc1N,-1.3,14,i
O=C(NCc1cccs1)c1cc2c(s1)-c1ccccc1OC2,-1.8,22,i

# One compound at a time, from the list above:
# O=C(Nc1ccncc1)c1ccc([N+](=O)[O-])cc1Cl reads STK33 kinase inh = 2.0; OX1R antag = 21; KCNQ2 block = i
# COc1ccc(NC(=O)CCc2nc(-c3ccccc3F)no2)cc1 reads STK33 kinase inh = -1.8; OX1R antag = 24; KCNQ2 block = i

# The listing continues:
SMILES,STK33 kinase inh,OX1R antag,KCNQ2 block
CC1c2cc3c(cc2CCN1C(=O)c1ccc(Cl)cc1)OCCCO3 (stereo not given),-2.1,24,i
C/C(=N\OCC(=O)Nc1ccccc1Br)c1cccs1,-0.1,29,i
O=C(NNC(=O)c1ccco1)c1cccc([N+](=O)[O-])c1,-1.3,20,i
Cc1ccc(Nc2nc(CSc3nnnn3C)cs2)cc1,0.3,-8,i
CS(=O)(=O)c1ccc(C(=O)Nc2ccccc2Cl)cc1,-0.7,4,i
COc1cccc(NC(=O)Cn2c(-c3cncs3)nc3ccccc32)c1,0.5,15,i
N#CCC(=O)N/N=C/c1cn(Cc2ccc(Cl)cc2Cl)c2ccccc12,-1.1,0,i
C=CCSc1nnc2nc3c(nn12)c1cc(C)ccc1n3CC=C,-0.2,70,i
Cc1cc(C)cc(NS(=O)(=O)c2ccc3[nH]cc(C(=O)NCc4ccco4)c(=O)c3c2)c1,-1.6,13,i
